Neddyl block = inhibitors of human cullin neddylation; P61081+Q13564; TR-FRET cullin neddylation, biochemical; calls only at 25 µM; 0.58% of 360,000 active; AID 651699; in the data active = inhibition above about 36%
Tb MetRS inh = blocks T. brucei methionyl-tRNA synthetase activity. purified T. brucei MetRS, ATP depletion, Kinase-Glo luminescence. inhibition, % at 11.9 µM. 0.4% of 360,000 active. AID 624268;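 active = inhibition above a per-plate cutoff of the control wells' mean inhibition plus 3 SD, cut at about 5.5% in these data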;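 note: 0% = DMSO wells median and 100% = median of wells with control inhibitor compound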
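Assay system: T. brucei methionyl-tRNA synthetase, purified | Medium: HEPES buffer with MgCl2, KCl, DTT, spermine, BSA, pyrophosphatase | Compound: 11.9 µM single point | Incubation: 15 min enzyme-compound preincubation, 2 h reaction, 10 min detection, 25 °C | Measured by: Kinase-Glo luciferase luminescence reporting remaining unconsumed ATP | Measure: % inhibition normalized to control-well medians | Replication: Singlicate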
CSN deneddyl inh = inhibitors of human CSN-mediated cullin deneddylation | Purified CSN, SCF-Nedd8-OG deneddylation, fluorescence polarization | inhibition, % at 12.5 µM | 0.38% of 360,000 active;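 active = pattern-corrected inhibition above about 35%, with an unprinted fluorescence ratio check between 0.5 and 1.5, limit read from the data, passing the limit was not always enough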;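 note: 0% = enzyme with substrate and 100% = substrate without enzyme; some results filed as inactive read as strong as hits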
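Material: purified human Csn5 enzyme expressed in HEK293T cells / Medium: Tris buffer pH 7.5, NaCl, DTT, Tween-20, trehalose, ovalbumin / Compound dosing: 12.5 µM single point / Schedule: 90 min incubation of compound, enzyme and substrate at room temperature / Signal: fluorescence polarization of the substrate / Control set: no-enzyme wells high, enzyme-with-substrate wells low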
MsrA inh = bovine MsrA inhibition; 0.75% of 360,000 active; inhibition, % at 15.5 µM; AID 651718; purified bovine MsrA, absorbance read-out; in the data active = inhibition above about 4.5%;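 note: 0% = vehicle wells with enzyme and 100% = reference inhibitor wells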
FAS-TE inh = blocks the thioesterase domain of human fatty acid synthase; P49327; recombinant FAS-TE, OMFH fluorogenic substrate, fluorescence endpoint; inhibition, % at 15 µM; 0.67% of 360,000 active;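 active = compounds whose normalised, plate-corrected inhibition of enzyme fluorescence in the single-dose primary screen is 50% or more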;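 note: 0% = DMSO with enzyme and 100% = substrate without enzyme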
PABP1 MLLE inh = inhibitors of microRNA-mediated deadenylation, human PABP1 MLLE binding. P11940. GST-MLLE / FITC-PAM2 fluorescence polarization. inhibition, % at 20 µM. 0.36% of 360,000 active; in the data active = inhibition above about 35%, passing the limit was not always enough;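 note: plate controls were DMSO wells with GST-MLLE for no effect and wells lacking GST-MLLE protein for full effect; some results filed as inactive read as strong as hits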
MsrA act = bovine methionine sulfoxide reductase A activation; purified bovine MsrA, absorbance read-out; activation, % at 10.6 µM; 0.3% of 360,000 active; AID 602163; in the data active = activation above about 7.5%;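 note: 0% = vehicle and 100% = reference activator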
E coli Lon inh = inhibits E. coli Lon protease; P0A9M0; purified E. coli Lon protease, fluorescence polarization; inhibition, % at 7.94 µM; 0.42% of 360,000 active; AID 602123; in the data active = inhibition above about 13%, passing the limit was not always enough;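 note: 0% = enzyme with probe and DMSO and 100% = no enzyme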
Rin1 Abl inh = human Rin1-Abl interaction inhibition | TR-FRET Rin1/Abl binding, biochemical | P00519+Q13671 | AID 588664 | 0.4% of 360,000 active | inhibition, % at 7.35 µM; in the data active = inhibition above about 5%, passing the limit was not always enough
Target sequence (P00519 whole entry, looked up): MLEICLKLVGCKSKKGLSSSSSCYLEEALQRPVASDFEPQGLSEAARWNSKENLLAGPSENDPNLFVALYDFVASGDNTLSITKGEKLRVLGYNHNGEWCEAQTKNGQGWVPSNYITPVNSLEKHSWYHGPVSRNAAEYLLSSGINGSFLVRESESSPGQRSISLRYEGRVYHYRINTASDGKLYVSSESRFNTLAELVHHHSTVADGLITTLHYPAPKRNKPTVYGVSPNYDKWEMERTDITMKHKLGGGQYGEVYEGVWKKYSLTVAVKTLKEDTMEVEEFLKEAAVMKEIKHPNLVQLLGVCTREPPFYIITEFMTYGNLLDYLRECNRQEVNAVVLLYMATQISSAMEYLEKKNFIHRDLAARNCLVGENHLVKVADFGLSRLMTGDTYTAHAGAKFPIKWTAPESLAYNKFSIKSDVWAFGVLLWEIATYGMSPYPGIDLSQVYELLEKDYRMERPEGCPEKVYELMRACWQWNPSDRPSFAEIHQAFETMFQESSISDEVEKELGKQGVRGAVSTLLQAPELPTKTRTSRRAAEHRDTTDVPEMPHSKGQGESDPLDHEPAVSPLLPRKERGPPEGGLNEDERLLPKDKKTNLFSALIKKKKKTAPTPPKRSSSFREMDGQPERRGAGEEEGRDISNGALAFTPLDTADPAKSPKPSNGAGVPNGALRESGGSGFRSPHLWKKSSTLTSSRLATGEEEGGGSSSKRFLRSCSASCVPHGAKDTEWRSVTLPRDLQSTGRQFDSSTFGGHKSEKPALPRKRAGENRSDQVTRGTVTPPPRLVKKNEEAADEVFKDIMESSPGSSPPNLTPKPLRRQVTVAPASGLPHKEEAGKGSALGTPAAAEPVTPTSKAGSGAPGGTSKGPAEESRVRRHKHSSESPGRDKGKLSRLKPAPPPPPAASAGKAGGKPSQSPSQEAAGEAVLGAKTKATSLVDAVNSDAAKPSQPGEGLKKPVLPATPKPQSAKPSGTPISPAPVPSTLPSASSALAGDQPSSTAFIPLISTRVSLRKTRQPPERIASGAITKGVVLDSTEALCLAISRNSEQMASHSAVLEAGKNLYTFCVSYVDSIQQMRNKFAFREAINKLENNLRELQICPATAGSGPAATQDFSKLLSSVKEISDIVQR
Target sequence (Q13671 whole entry, looked up): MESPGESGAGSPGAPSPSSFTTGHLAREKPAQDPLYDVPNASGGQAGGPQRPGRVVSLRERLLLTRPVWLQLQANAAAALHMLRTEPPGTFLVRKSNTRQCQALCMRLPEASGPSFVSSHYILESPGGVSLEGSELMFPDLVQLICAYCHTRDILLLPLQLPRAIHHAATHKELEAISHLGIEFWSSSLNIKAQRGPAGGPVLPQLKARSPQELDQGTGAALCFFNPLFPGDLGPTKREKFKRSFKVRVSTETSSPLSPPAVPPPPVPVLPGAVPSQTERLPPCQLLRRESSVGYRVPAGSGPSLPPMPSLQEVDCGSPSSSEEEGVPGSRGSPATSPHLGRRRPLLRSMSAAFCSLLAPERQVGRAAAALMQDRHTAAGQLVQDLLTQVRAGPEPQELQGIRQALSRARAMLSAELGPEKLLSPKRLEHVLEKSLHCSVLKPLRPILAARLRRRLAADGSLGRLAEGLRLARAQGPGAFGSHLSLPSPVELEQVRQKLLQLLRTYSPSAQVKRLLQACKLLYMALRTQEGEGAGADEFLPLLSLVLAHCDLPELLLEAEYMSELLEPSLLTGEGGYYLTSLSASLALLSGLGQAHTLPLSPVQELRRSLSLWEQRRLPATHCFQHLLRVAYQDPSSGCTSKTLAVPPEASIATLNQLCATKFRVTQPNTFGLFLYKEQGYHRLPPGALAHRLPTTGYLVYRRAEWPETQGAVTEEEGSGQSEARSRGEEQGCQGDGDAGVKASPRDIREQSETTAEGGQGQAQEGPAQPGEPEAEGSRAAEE
Starred values were filed as active, the others as inactive; i = inactive; + = active, no number.

SMILES	Neddyl block	Tb MetRS inh	CSN deneddyl inh	MsrA inh	FAS-TE inh	PABP1 MLLE inh	MsrA act	E coli Lon inh	Rin1 Abl inh
COc1cccc(C(=O)N(C)C(C)c2nc3ccccc3s2)c1 (configuration not stated)	i	-1.0	-4	0.4	-4	13	-2	2	2
O=c1[nH]nc(SCCS(=O)(=O)c2ccc(F)cc2)n1-c1ccc2c(c1)OCCO2	i	-0.1	105	0.5	1	-16	-3	9	-3
O=C(NC1CCCC1)C1CC(=O)N(c2ccc(F)c(Cl)c2)C1 (configuration not stated)	i	-0.2	4	0.3	6	7	-2	-2	0
O=C(O)C1CCCCC1C(=O)NCc1cn2ccccc2n1 (configuration not stated)	i	-1.5	4	-1.0	-8	-9	-7	-11	-2
COc1ccc(/C=C2/CCOC2=O)cc1	i	0.0	-6	0.9	-9	-1	-4	-4	0
CC1CCCCN1CC(=O)Nc1ccc(N2CCCCCC2)cc1 (configuration not stated)	i	0.3	-2	-0.5	1	-9	-1	-8	-1
CCC(=O)Nc1cc(-c2nn(C)c(=O)c3ccccc23)ccc1N1CCCCC1	+	-1.1	-2	-0.7	5	6	-12	-3	-4
O=C(Nc1ccn(CCOC(=O)c2ccccc2)c(=O)n1)c1ccccc1	i	-1.0	-1	-0.1	-2	0	0	-3	14
CN(C(=O)COC(=O)/C=C/c1ccc(C(F)(F)F)cc1)C1CCS(=O)(=O)C1 (configuration not stated)	i	-0.3	-3	-0.7	-9	-16	-3	-6	-1
CC1CCC2(CC1)NC(=O)N(CC(=O)N1CCN(S(=O)(=O)c3ccccc3)CC1)C2=O (configuration not stated)	i	-0.7	-2	-0.4	-6	-3	-6	0	4
Nc1nc(Nc2cccc(Cl)c2)n[nH]1	i	0.6	0	-0.3	-5	-20	-2	5	2
O=C(CCN1C(=O)c2cccc3cccc(c23)C1=O)NCc1cccnc1	i	-0.4	1	2.0	-10	8	-5	-3	-4
Clc1ccc(-n2nnnc2CN2CCCCC2)cc1Cl	i	0.3	2	0.1	5	8	-2	-3	-3
COc1ccccc1CN1CCNC(=O)C1CC(=O)NCc1csc(C)n1 (configuration not stated)	i	0.2	-1	1.7	-5	6	-3	5	0
O=C(CN1CCN(c2ccccc2O)CC1)Nc1ccc2c(c1)OCCCO2	i	-0.3	-6	0.7	-5	-3	2	-23	2
Cc1ccccc1C(=O)N1CCN(c2ccc(NC(=O)c3cccnc3Cl)cc2)CC1	i	-0.6	8	0.4	-2	-6	-2	4	0
Cc1ccc(CNC(=O)CS(=O)(=O)Cc2nc(-c3ccccc3F)oc2C)cc1	i	-0.4	-2	-0.6	2	-7	-1	13	2
O=C(Cc1ccccc1)Nn1c(-c2ccccc2)nc2ccccc2c1=O	i	-1.0	-2	1.1	-9	-4	-7	-11	2
CCOC(=O)c1nn(-c2ccccc2)c2nnc(Cc3ccc(C)cc3)c(=O)n12	i	-0.9	-6	-1.1	-15	11	-5	2	3
COc1ccc(NC(=O)c2ccccc2NC(=O)c2ccccc2)cc1	i	-0.8	-5	-0.1	-2	-2	-2	-5	1
CCOC(=O)Cc1csc(NC(=O)CSc2nnnn2-c2ccc(C)cc2C)n1	i	-0.1	5	-0.1	-41	23	1	-7	3
CCCOC(=O)Nc1nnc(CCC)s1	i	0.5	5	-0.9	-4	3	-2	3	-1
COC(=O)c1c(NC(=O)CSc2nnc(-c3ccco3)n2Cc2ccccc2)sc(C)c1C	i	0.8	1	0.7	10	-29	-2	2	0
C=CC[C@@H](CC(=O)N[C@H](CO)Cc1ccccc1)C(=O)N[C@@H](COC(=O)[C@@H](CC=C)CC(=O)OC(C)(C)C)Cc1c[nH]c2ccccc12	i	0.0	-2	1.1	0	-8	1	-15	4
Cc1c(C(=O)Nc2cc(F)cc(F)c2)cnn1-c1ccccc1	i	0.1	-3	0.2	12	-20	-5	1	0
Cc1ccc2[nH]c3c(c2c1)CN(C(=O)CN1CCN(c2ccccn2)CC1)CC3	i	0.7	10	-0.8	-2	9	10*	3	3
CCOC(=O)c1c(NC(=O)C2C3C=CC(C3)C2C(=O)O)sc2c1CCC(C)C2 (configuration not stated)	i	-0.7	-3	1.1	-6	9	-8	4	3
CC1Sc2ccc(S(=O)(=O)N3CCC(C(=O)NCc4ccccc4)CC3)cc2NC1=O (configuration not stated)	i	-0.3	6	0.3	-1	0	-2	-3	3
CCN(C(=O)CCS(=O)(=O)c1cccc2nsnc12)c1cccc(C)c1	i	-0.6	3	1.5	-1	4	-3	-3	-1
O=C(c1cc(N2C(=O)C3C4CCC(C4)C3C2=O)ccc1Cl)N1CCN(c2ccc(F)cc2)CC1 (configuration not stated)	i	-0.1	-1	0.6	14	8	-1	2	0
CN(C)CCOCCOc1ccc(Cl)cc1Br	i	5.7*	-1	1.0	-4	3	-3	-3	2
O=C(/C=C/c1ccco1)NC(=S)Nc1ccccc1N1CCCC1	i	-0.9	0	1.6	26	11	-12	7	2
NC(Cc1ccc(O)c([N+](=O)[O-])c1)C(=O)O (configuration not stated)	i	-0.8	-10	0.8	-12	13	-9	1	-2
COCCn1c(NCc2ccc(C)cc2)nc2c1c(=O)[nH]c(=O)n2C	i	0.5	-1	0.2	-8	-3	1	-11	2
CCc1noc(C)c1C(=O)Nc1ccc(S(=O)(=O)N2CCC(C)CC2)cc1	i	0.2	-3	-0.3	7	-3	-3	-3	3
C=CCOc1ccc(C(=O)/C=C2/C(=O)Nc3ccccc32)cc1	i	-0.3	5	0.9	0	-5	-3	4	-3
CC(=O)N(C)c1ccc(NC(=O)COc2ccc(Br)cc2C)cc1	i	1.4	-3	-0.3	-1	10	0	-5	1
CCC(CO)Oc1cc(NC(=O)c2ccccc2[N+](=O)[O-])c2ncn(C(C)C)c2c1 (configuration not stated)	i	0.4	6	-0.2	-8	1	-1	3	1
CCc1ccc2c(c1)c(N=NC1=NC(=O)CS1)c(O)n2CC	i	-1.1	-6	2.9	-4	0	-6	2	0
NC(=O)c1nsc(C(=O)N(c2ccccc2)C(C(=O)NC2CCCC2)c2cccs2)c1N (configuration not stated)	i	-1.0	2	-0.9	-4	-3	-6	1	2
COc1ccc(-c2nc(CN3CCC(C(=O)NC4CCCc5ccccc54)CC3)c(C)o2)cc1OC (configuration not stated)	i	-0.4	0	1.0	-4	4	-1	-12	-2
COc1ccc(/C(C)=N/NC(=O)Cc2c(C)nc(C)[nH]c2=O)cc1	i	-0.8	-9	0.4	-9	-11	-15	-6	1
Cc1cccc(-c2n[nH]nc2C2=CC(=O)CC(C)(C)C2)c1	i	-0.9	3	2.1	-16	-17	-4	1	0
COc1ccc(NC(=O)c2cc(-c3cc(F)ccc3OCC3CCCO3)n[nH]2)cc1OC (configuration not stated)	i	-0.5	0	0.8	9	-6	-8	-3	4
CCOc1ccc(-n2c(SCC(=O)Nc3cc(C)on3)nnc2-c2c[nH]c3ccccc23)cc1	i	0.8	1	-0.6	-6	-5	0	-2	-1
O=C(COC(=O)/C=C/c1cccc(F)c1)Nc1ccccc1-c1ccccc1	i	-0.6	-4	0.5	-6	3	-2	14	-4
CCOC(=O)C1=C(C)NC(=O)NC1c1ccc(-c2ccc(F)cc2)o1 (configuration not stated)	i	-0.3	5	-0.2	2	-14	-1	-2	2
C=CCn1c(SCC(=O)NCCC2=CCCCC2)nc2ccc(Cl)cc2c1=O	i	-0.1	3	0.4	10	-25	0	-1	-3
Cc1ccnc(Nc2nc(-c3ccc(O)cc3)cs2)c1	i	1.6	5	-1.6	6	8	-4	2	4
CN(C)C(CNc1ncnc2ccccc12)c1c(F)cccc1Cl (configuration not stated)	i	-1.9	3	0.5	-4	-2	-14	-1	5

Additional records.
SMILES	Neddyl block	Tb MetRS inh	CSN deneddyl inh	MsrA inh	FAS-TE inh	PABP1 MLLE inh	MsrA act	E coli Lon inh	Rin1 Abl inh
C=CCn1c(=NC(=O)c2ccccc2[N+](=O)[O-])sc2cc(S(C)(=O)=O)ccc21	i	-0.1	-12	2.9	8	4	-8	-1	-2
O=C(Nc1ccc2nc3n(c(=O)c2c1)CCCCC3)C(=O)N1CCN(c2ccccc2F)CC1	i	-0.3	4	-0.6	4	-3	0	7	-3
O=C(Cn1nnc2ccccc21)Nc1ccc(Cl)cn1	i	0.2	0	-0.8	-8	-4	-4	-1	0
O=C(Nc1ccc(Cl)cc1)Nc1cccnc1	i	0.9	-2	1.1	-7	4	-9	0	-4
NCCCC[C@@H]1NC(=O)[C@H](CCC(=O)O)NC(=O)c2cc([N+](=O)[O-])cc(I)c2SC[C@@H](C(=O)NCC(N)=O)NC1=O	i	-0.2	0	-0.7	-3	4	-2	8	1
Cc1ccc(C)c(N2CCN(C(=O)CCc3nc(-c4cccc(Br)c4)no3)CC2)c1	i	-0.1	2	-1.2	10	1	-1	-1	1
Cc1ccccc1CSc1nc(-c2ccccc2)cc(=O)[nH]1	i	-0.4	-5	-0.3	-6	-7	-2	-4	-1
CCOc1ccc(NCC(=O)Nc2ccc(Cl)cc2C)cc1	i	-0.5	1	1.3	-4	-13	-1	-2	-2
COC(=O)[C@@]12CCCCN1[C@H](c1ccc(-c3ccc(Cl)c(Cl)c3)cc1)[C@H]1C(=O)N(C)C(=O)[C@H]12	i	-0.4	2	0.1	48	9	1	9	0

Grouped by structure, the compounds so far containing an aryl methoxy group.
SMILES	Neddyl block	Tb MetRS inh	CSN deneddyl inh	MsrA inh	FAS-TE inh	PABP1 MLLE inh	MsrA act	E coli Lon inh	Rin1 Abl inh
COc1cccc(C(=O)N(C)C(C)c2nc3ccccc3s2)c1 (configuration not stated)	i	-1.0	-4	0.4	-4	13	-2	2	2
COc1ccc(/C=C2/CCOC2=O)cc1	i	0.0	-6	0.9	-9	-1	-4	-4	0
COc1ccccc1CN1CCNC(=O)C1CC(=O)NCc1csc(C)n1 (configuration not stated)	i	0.2	-1	1.7	-5	6	-3	5	0
COc1ccc(NC(=O)c2ccccc2NC(=O)c2ccccc2)cc1	i	-0.8	-5	-0.1	-2	-2	-2	-5	1
COc1ccc(-c2nc(CN3CCC(C(=O)NC4CCCc5ccccc54)CC3)c(C)o2)cc1OC (configuration not stated)	i	-0.4	0	1.0	-4	4	-1	-12	-2
COc1ccc(/C(C)=N/NC(=O)Cc2c(C)nc(C)[nH]c2=O)cc1	i	-0.8	-9	0.4	-9	-11	-15	-6	1
COc1ccc(NC(=O)c2cc(-c3cc(F)ccc3OCC3CCCO3)n[nH]2)cc1OC (configuration not stated)	i	-0.5	0	0.8	9	-6	-8	-3	4

High-throughput results deposited in PubChem by several laboratories.
